Myeloid diff 2: induction of myeloid progenitor differentiation, primary screen, cell-based, flow cytometry, MLPCN library; ER-HoxA9 myeloid progenitors, lysozyme-GFP differentiation; calls only at 10 µM; 360,000 compounds, 1% hits;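 active means normalized GFP-positive differentiation at or above the plate's own cutoff, the solvent-only control mean plus 3 SD; inconclusive means no clear call, values can overlap the other calls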;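 further: cells exposed to compound for four days before flow analysis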
MgcRacGAP inhibition: MgcRacGAP GTPase-activating activity inhibitors, confirmation, biochemical, ADP Hunter fluorescence. MgcRacGAP-stimulated Rac1 GTP hydrolysis, ADP Hunter fluorescence; higher % means a stronger effect; GST-tagged Rac1 F28L mutant substrate. inhibition, % at 30 µM; hits with a dose series show IC50 in µM. 340,000 compounds, 0.6% hits. AID 624330, 2012;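 active means first-screen hits whose inhibition reached a set limit at any dose in the follow-up dose series; inconclusive means inhibition above the set first-screen limit but never retested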;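 further: fluorescence reports GDP produced by GAP-driven GTP hydrolysis; strong numbers were not always called active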
Myeloid diff 2 GFP+ MAC1+ %: recorded beside Myeloid diff 2, whose call it bears; GFP+ MAC1+ double positive, %; measured here: differentiation confirmed by MAC1 staining
Active calls of the source: *; i = inactive; ? = inconclusive; . = no result given; + = active, no number.

SMILES,Myeloid diff 2,Myeloid diff 2 GFP+ MAC1+ %,MgcRacGAP inhibition
Cc1ccc(S(=O)(=O)N(C)C)cc1NC(=O)CSc1nc2ncc(Cl)cc2[nH]1,i,0.2,1.0%
N#C/C(=C/c1ccc(-c2ccc([N+](=O)[O-])cc2)o1)C(=O)Nc1nc(-c2cccs2)cs1,i,6.2,1.8%
Cc1c(NS(=O)(=O)c2cccc(C(=O)Nc3ccc(SC(F)F)cc3)c2)c(=O)n(-c2ccccc2)n1C,i,0.7,7.7%
Cc1noc(C)c1CSCC(=O)OCC(=O)Nc1ccc(OC(F)(F)F)cc1,i,0.8,8.8%
COc1ccc(C(=O)NNC(=O)Cn2nc(C)cc2C)cc1S(=O)(=O)N1CCOCC1,i,1.2,-1.3%
COc1ccc2[nH]c3c(c2c1)CCN1C(=O)C(CC(=O)NCc2ccco2)C[C@H](C(=O)N(C(C)C)C(C)C)[C@@]31C (stereo partly specified),i,0.5,11.4%
COc1ccc(N2C[C@H](Cc3ccccc3)[C@@H](CC(=O)Nc3ccccc3)C2=O)cc1,i,0.7,3.9%
Cc1csc(=O)n1CCC(=O)OCC(=O)Nc1ccc(N2CCOCC2)cc1,i,1.8,17.6%
COc1cccc(/C=C2/CCC(CN(C)C)C2=O)c1 (stereo unspecified),?,.,15.8%
CC1(C)CC(Cc2ccc(Cl)nc2)N(C(=O)OC(C)(C)C)C1 (stereo unspecified),i,1.8,19.2%
C=CCCC1CN(CCCC)S(=O)(=O)c2c(F)cccc2O1 (stereo unspecified),i,1.4,4.7%
CC(=O)N1CCOc2ccc(S(=O)(=O)NC[C@H]3O[C@@H](n4ccc(=O)[nH]c4=O)[C@H](O)[C@@H]3O)cc21,i,0.4,6.7%
C[C@@H]1CN([C@H](C)CO)C(=O)CCCn2cc(nn2)CO[C@H]1CN(C)C(=O)OCc1ccccc1,i,0.9,-10.4%
CN(C)CCCNC(=O)C[C@H]1C[C@H](C(=O)N2CCOCC2)[C@@]2(CCC3CCCC3)c3[nH]c4cc(-c5ccco5)ccc4c3CCN2C1=O,i,0.7,-1.7%
O=C(c1ccc([N+](=O)[O-])s1)N1CCN(c2ncccn2)CC1,i,3.0,12.8%
COC(=O)[C@H]1C[C@H](OC(=O)NCc2ccccc2F)[C@@]2(O)CN(S(=O)(=O)c3ccc(C)cc3)CC2[C@H]1C(=O)OC (stereo partly specified),i,4.9,3.2%
O=C(OCc1cn([C@H]2C[C@H](c3ccccc3)N(C(=O)c3cccs3)C[C@@H]2O)nn1)c1ccccc1,i,0.7,9.2%
O=C(O)C(CCc1ccccc1)(Cc1ccccc1)C(=O)O,i,0.9,-1.3%
COc1ccc(C)cc1C(=O)CCC(=O)N1CCN(c2ccccc2F)CC1,i,0.5,2.6%
O=C(O)CC(C(=O)O)C(=Cc1ccccc1)c1ccccc1 (stereo unspecified),i,0.6,6.5%
CC(C)=CCC/C(C)=C/CNC(=O)C[C@H]1C[C@H](C(=O)N2CCCCC2)[C@@]2(CCc3ccccc3)c3[nH]c4ccc(Cl)cc4c3CCN2C1=O,i,0.3,3.1%
Clc1ccc(-c2nc3ccc(Br)cn3c2Cc2ccccc2)cc1,i,2.6,17.3%
Cc1cc2[nH]c(=O)c(=O)[nH]c2cc1S(=O)(=O)NCC(C)c1ccccc1 (stereo unspecified),i,0.6,17.8%
O=C(Nc1cccc(C(=O)O)c1)/C(=C\c1ccccc1)NC(=O)c1ccc(Br)o1,i,1.0,0.6%
Cc1ccc(S(=O)(=O)CS(=O)(=O)c2ccc(C)cc2)cc1,i,1.7,3.9%

6 of the compounds above, with two lines to a compound:
Values run as follows: Myeloid diff 2, Myeloid diff 2 GFP+ MAC1+ %, MgcRacGAP inhibition
- Cc1csc(=O)n1CCC(=O)OCC(=O)Nc1ccc(N2CCOCC2)cc1
  i, 1.8, 17.6%
- O=C(c1ccc([N+](=O)[O-])s1)N1CCN(c2ncccn2)CC1
  i, 3.0, 12.8%
- Clc1ccc(-c2nc3ccc(Br)cn3c2Cc2ccccc2)cc1
  i, 2.6, 17.3%
- O=C(O)CC(C(=O)O)C(=Cc1ccccc1)c1ccccc1 (stereo unspecified)
  i, 0.6, 6.5%
- O=C(O)C(CCc1ccccc1)(Cc1ccccc1)C(=O)O
  i, 0.9, -1.3%
- Cc1ccc(S(=O)(=O)CS(=O)(=O)c2ccc(C)cc2)cc1
  i, 1.7, 3.9%

(cont.)
SMILES,Myeloid diff 2,Myeloid diff 2 GFP+ MAC1+ %,MgcRacGAP inhibition
O=C1CCCc2cc3c(cc21)CCCC3,i,1.6,-1.5%
Cn1cc(C(=O)C(=O)N2CCCCC2)c2ccccc21,i,0.6,2.6%
CC(Sc1nnc2n1CCCCC2)C(=O)Nc1cccc(S(=O)(=O)N2CCOCC2)c1 (stereo unspecified),i,0.5,6.8%
Cc1c(N(C)S(=O)(=O)c2ccc(Cl)c(C(=O)NCC(C)(C)N3CCOCC3)c2)c(=O)n(-c2ccccc2)n1C,i,1.0,13.2%
S=C(NN=Cc1ccc2c(c1)OCO2)NN=Cc1ccc2c(c1)OCO2,i,0.8,7.0%
Nc1ccc(S(=O)(=O)NN=CC=Cc2ccccc2[N+](=O)[O-])cc1,i,1.5,-1.8%
CN1OC[C@@H]2CN[C@H](c3ccc(-c4cccc(F)c4)cc3)C[C@@H]21,i,1.6,15.6%
COc1ccc(C(=O)NCC(c2ccccc2)c2ccccc2)cc1S(=O)(=O)N1CCOCC1,i,1.7,9.3%
CCOc1ccc(Oc2ccc(NS(=O)(=O)c3ccc(CCC(=O)O)cc3)cc2)cc1,i,0.5,5.3%
CC(C)(C)c1ccc(C(=O)OCC(=O)Nc2cccc(S(=O)(=O)NC3=NCCC3)c2)cc1,i,0.7,11.8%
COc1cc(C(=O)OCC(=O)Nc2ccccc2)cc2c1OCCO2,i,1.6,-1.3%
O=C(O)c1ccc(CCCc2ccccc2)cc1,i,0.7,5.2%
O=C(CNc1cc(S(=O)(=O)N2CCOCC2)ccc1N1CCCC1)Nc1ccc(Cl)cc1,i,0.2,7.3%
O=[N+]([O-])c1ccc(C=NN=Cc2ccc([N+](=O)[O-])cc2)cc1,i,1.3,-0.7%
Cc1c(NS(=O)(=O)c2cc(C(=O)Nc3ccc(F)cc3Cl)ccc2Cl)c(=O)n(-c2ccccc2)n1C,i,1.5,-0.1%
CCOc1ccc(NC(=O)CN(C)C(=O)CCc2nc3ccccc3c(=O)[nH]2)cc1OCC,i,0.4,2.9%
c1cncc(C2SCCCS2)c1,i,0.8,5.7%
COc1ccc(-c2ccc3[nH]c4c(c3c2)CCN2C[C@@H]([C@H](C)OC(=O)Nc3cc(Cl)cc(Cl)c3)[C@@H](N(C)C(=O)Nc3cc(Cl)cc(Cl)c3)C[C@@H]42)cc1,i,0.5,6.1%
Cc1cc(C)c(C#N)c(SCC(=O)Nc2cccc(S(=O)(=O)N3CCCC3)c2)n1,i,0.6,-4.4%
O=S(=O)(O)Sc1ccccc1,i,1.0,25.9%
CCN(CC)C(=O)[C@H]1C[C@H](CC(=O)NCc2cccc(C(F)(F)F)c2)C(=O)N2CCc3c([nH]c4ccc(Cl)cc34)[C@]12C,i,1.4,6.1%
COc1ccc(NC(=O)C[C@H]2C(=O)N(Cc3ccccc3)C[C@@H]2C)cc1,i,0.7,19.6%
OC(c1ccc2ccccc2n1)c1c(Cl)cccc1Cl (stereo unspecified),i,0.7,-1.4%
O=Nc1c2cc3ccccc3[nH]c-2c2ccccc12,i,1.4,2.1%
COc1ccc(C(=O)OCC(=O)N2c3ccccc3CC2C)cc1S(=O)(=O)N1CCOCC1 (stereo unspecified),i,1.2,9.4%

(list continues)
SMILES,Myeloid diff 2,Myeloid diff 2 GFP+ MAC1+ %,MgcRacGAP inhibition
COCC(=O)N(C)C[C@H]1Oc2ncc(Br)cc2C(=O)N([C@@H](C)CO)C[C@H]1C,i,0.8,6.4%
COc1ccc(C(=O)NCC2CCCN2S(=O)(=O)c2ccccc2)cc1OC (stereo unspecified),i,0.5,1.8%
Cc1ccc(C)c(N2N=C(C(=O)OCc3nnc(-c4ccccc4Br)o3)CCC2=O)c1,i,1.3,10.0%
CN(CC(=O)Nc1sccc1C#N)S(=O)(=O)c1ccc(F)cc1,i,1.7,4.4%
O=C(O)/C=C(/c1ccccc1)C(F)(F)F,i,0.0,11.3%
Cc1cc(C)c2c(=O)n3c(nc2c1)C(Cc1ccc(O)cc1)NC(=O)c1cc2ccccc2cc1-3 (stereo unspecified),i,0.0,-0.7%
C[C@H](CO)N1C[C@H](C)[C@H](CN(C)S(=O)(=O)c2cccc(C#N)c2)OCc2cnnn2CCCC1=O,i,0.9,15.3%
O=C(COC(=O)c1ccc2ccccc2c1)NCc1ccccc1,i,0.3,2.3%
CC1(c2ccc3ccccc3c2)NC(=O)N(CC(=O)N2CCN(Cc3ccc(C#N)cc3)CC2)C1=O (stereo unspecified),i,0.8,-2.1%
COC1OC2COC(c3ccccc3)OC2C(O)C1NC(=O)c1ccccc1 (stereo unspecified),i,1.2,7.0%
C[C@@H]1CN(S(=O)C(C)(C)C)[C@@H](CCO)/C1=C\c1ccccc1 (stereo partly specified),i,0.4,23.1%
CC1=C(C(=O)N2CCOCC2)CC(CC(=O)NCCc2ccccn2)C(=O)N1Cc1ccc(C(C)(C)C)cc1 (stereo unspecified),i,0.4,8.0%
CC(=O)Nc1n[nH]c(=S)s1,i,1.1,66.2µM*
CCCCNS(=O)(=O)CCNCc1ccc(OC)cc1,i,0.6,7.7%
O=C(CCn1c(=O)c2cccn2c2cccnc21)NCCCN1CCN(c2ccc(F)cc2)CC1,i,1.3,20.8%
C[C@H](O)[C@@H]1C(=O)N2CCc3ccc(N4CCOCC4)cc3[C@@H]2C[C@@H]1N(C)C(=O)C(C)(C)C,i,1.6,7.5%
COc1cccc(-c2ccc3c(c2)C2CC3CCN2C(=O)c2ccc(-c3ccccc3)cc2)c1 (stereo unspecified),i,1.4,6.2%
CC(Oc1ccccc1F)C(=O)NNC(=O)Cc1ccc(S(=O)(=O)N2CCOCC2)s1 (stereo unspecified),i,0.9,4.0%
C[C@H](CO)N1C[C@H](C)[C@H](CN(C)C(=O)Nc2cccc(C(F)(F)F)c2)OCc2cnnn2CCCC1=O,i,1.3,3.6%
CCCCN1C(=O)C(CC(=O)NCc2ccco2)CC(C(=O)N2CCOCC2)=C1C (stereo unspecified),i,0.2,11.2%
CCN(CC(=O)Nc1c(F)cccc1F)C(=O)c1ccc2c(=O)n3c(nc2c1)CCC3,i,0.8,5.9%
CCCCCC(=O)N1C[C@H](n2cc(C3CC3)nn2)[C@@H](O)C[C@@H]1c1ccc(OC)cc1,i,1.8,10.6%
C/C(=N\NC(=O)c1nnn(-c2nonc2N)c1CSc1ccc(C)cc1)c1cccnc1,i,0.8,11.6%
Cc1ccc(S(=O)(=O)N(C)C)cc1NC(=O)COC(=O)c1cccs1,i,0.5,12.7%
CCc1cccc2c1NC(=O)C2=O,i,0.4,30.6%

(more compounds)
SMILES,Myeloid diff 2,Myeloid diff 2 GFP+ MAC1+ %,MgcRacGAP inhibition
O=C(CCCN1C(=O)/C(=C/c2ccc(F)cc2)SC1=S)Nc1ccc(C(=O)O)cc1,i,0.4,8.6%
O=C(COC(=O)c1ccc(S(=O)(=O)N2CCCCC2)cc1)NCc1ccc(F)cc1,i,0.7,6.8%
CCN1C(=O)[C@H]2[C@@H](c3ccc(C(F)(F)F)cc3)N[C@]3(CCCN(CC4CCCCC4)C3=O)[C@H]2C1=O,+,4.4*,6.9%
Cc1ccc(S(=O)(=O)N2C[C@H]3n4c(=O)ccc(=O)n4C[C@H](OC(=O)NCc4ccco4)[C@@]3(O)C2)cc1,i,0.4,10.3%
Cc1noc(C)c1COc1ccccc1C(=O)NC(C)c1ccc(F)cc1 (stereo unspecified),i,0.8,2.1%
COc1ccc(Cl)cc1Nc1nc(Cl)nc(NCCO)n1,i,0.6,4.1%
O=C(NCCOc1ccccc1)N1[C@H]2CC[C@@H]1C=C(c1ccc(F)cc1OCc1ccccc1)C2,i,0.9,15.8%
O=C(CCc1c[nH]c2ccccc12)N1CCN(S(=O)(=O)c2ccc([N+](=O)[O-])cc2)CC1,i,0.9,-31.6%
C=CCC1CCCC(=O)N2CCCC12 (stereo unspecified),i,0.6,5.8%
CCOc1cccc(C2C(C(=O)c3ccc(C)o3)=C(O)C(=O)N2c2nnc(C)s2)c1 (stereo unspecified),i,0.9,19.7%

Bioassay records: PubChem BioAssay, several laboratories

Not all compounds are listed; rates above refer to the full screens.
